Compound activity as filed in PubChem.
SENP8 block-1: blocks the human protease SENP8; Q96LD8; purified SENP8, Z-RLRGG-aminoluciferin cleavage, luminescence; inhibition, % at 10 µM; 330,000 compounds, 1.2% hits; AID 2540; in the data active means inhibition above about 50%
SENP7 inh: inhibitors of human SENP7 protease; recombinant SENP7, Z-RLRGG-aminoluciferin luminescence, 40 min; Q9BQF6; inhibition, % at 5 µM; 330,000 compounds, 1.5% hits;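 active means inhibition above about 50% at the single test dose, limit read from the data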;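 further: plate controls were DMSO with enzyme for no effect and no enzyme buffer wells for full effect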
Target sequence (Q9BQF6 706-1050 limits assumed): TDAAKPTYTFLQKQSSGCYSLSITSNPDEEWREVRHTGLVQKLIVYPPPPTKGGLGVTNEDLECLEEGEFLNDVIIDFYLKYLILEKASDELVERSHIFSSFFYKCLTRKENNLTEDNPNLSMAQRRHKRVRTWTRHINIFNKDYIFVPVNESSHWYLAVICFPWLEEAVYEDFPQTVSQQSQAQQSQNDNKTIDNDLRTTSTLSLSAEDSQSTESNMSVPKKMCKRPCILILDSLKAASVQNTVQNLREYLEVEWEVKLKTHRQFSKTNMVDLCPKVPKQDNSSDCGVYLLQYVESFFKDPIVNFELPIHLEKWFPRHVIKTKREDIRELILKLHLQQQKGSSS
A3G deaminase: APOBEC3G (human) deaminase inhibition. Q9HC16. recombinant A3G, ssDNA deamination FAM/TAMRA fluorescence. inhibition, % at 20 µM. 330,000 compounds, 0.28% hits. AID 493012;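 active means inhibition of at least 40% at 20 µM, with no more than 30% in the related APOBEC3A deaminase screen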;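 further: plate controls were DMSO wells with A3G for no effect and wells lacking A3G enzyme for full effect; some compounds called inactive have numbers as strong as hits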
Target sequence (Q9HC16 whole entry, looked up): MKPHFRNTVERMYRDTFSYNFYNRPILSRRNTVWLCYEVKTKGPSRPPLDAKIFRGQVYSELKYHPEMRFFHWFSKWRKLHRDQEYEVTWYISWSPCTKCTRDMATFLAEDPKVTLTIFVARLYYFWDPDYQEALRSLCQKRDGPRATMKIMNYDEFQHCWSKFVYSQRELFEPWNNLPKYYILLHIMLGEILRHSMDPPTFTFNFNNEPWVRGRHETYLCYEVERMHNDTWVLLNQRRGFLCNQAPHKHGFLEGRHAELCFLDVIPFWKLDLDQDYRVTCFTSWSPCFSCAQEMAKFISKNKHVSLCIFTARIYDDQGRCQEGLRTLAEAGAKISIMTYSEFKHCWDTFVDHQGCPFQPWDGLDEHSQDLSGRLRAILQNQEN
SENP6 inh: SENP6 protease inhibition | Q9GZR1 | Recombinant SENP6 catalytic domain, aminoluciferin luminescence | inhibition, % at 10 µM | 330,000 compounds, 1.8% hits | AID 2599;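 active means inhibition above about 50% at the single tested dose, limit read from the data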;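 further: plate controls were DMSO wells with enzyme for no effect and DMSO wells lacking enzyme for full effect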
SENP8 block-2: blocks human SENP8 cleavage of Nedd8 substrate. inhibition, % at 20 µM. recombinant SENP8, Nedd8 substrate fluorescence. Q96LD8. 360,000 compounds, 0.64% hits. AID 602440; in the data active means inhibition mostly above about 40%, no sharp cut-off; inactive means mostly below about 27%
Apaf-1 inh: inhibitors of human Apaf-1 apoptosome; O14727; reconstituted apoptosome caspase-3 activity, DEVD-Rh110 fluorescence; inhibition, % at 20 µM; 330,000 compounds, 0.71% hits; active means inhibition of at least 40% at 20 µM;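 further: plate controls were DMSO wells for no effect and DEVD-CHO caspase inhibitor wells for full effect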
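detection = Rh110 fluorescence intensity | test system = biochemical Apaf-1 apoptosome reconstitution | also added = cytochrome c and DEVD-Rh110 substrate | schedule = 30 min plus 50 min, RT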
SENP1 FRET inh: SENP1 (human) catalytic domain inhibition. Q9P0U3. recombinant SENP1 catalytic domain, CyPet-SUMO1-YPet FRET cleavage. inhibition, % at 10 µM. 360,000 compounds, 0.21% hits;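 active means inhibition at least 30% at 10 µM, raw YFP signal under a set limit, fluorescence ratio 0.5 to 1.5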;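 further: 0% = enzyme with DMSO and 100% = no enzyme wells; some results filed as inactive read as strong as hits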
Target sequence (Q9P0U3 419-644 limits assumed): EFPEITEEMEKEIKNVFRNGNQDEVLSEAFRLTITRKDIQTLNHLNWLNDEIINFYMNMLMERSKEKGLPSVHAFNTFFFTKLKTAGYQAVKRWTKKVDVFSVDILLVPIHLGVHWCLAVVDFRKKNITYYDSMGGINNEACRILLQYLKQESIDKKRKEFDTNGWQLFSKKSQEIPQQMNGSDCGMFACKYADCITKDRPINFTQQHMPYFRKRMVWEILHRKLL
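Material: hSENP1 catalytic domain, recombinant; medium: Tris pH 8 with BME, BSA, NP40 and catalase; compound: single concentration of 10 µM compound, 0.5% DMSO final; technique: FRET read of cyan and yellow fluorescence; timing: 50 min enzyme reaction, room temperature, light-protected; reagent: SFCypet-SUMO1-SFYpet substrate at 25 nM; control set: no-enzyme low, enzyme-DMSO high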
UBC13 inh: inhibitors of human UBC13 polyubiquitin chain formation; TR-FRET; inhibition, % at 20 µM; 330,000 compounds, 0.47% hits; AID 485273; in the data active means inhibition above about 45%, passing the limit was not always enough
Numbers without * were called inactive; . = not tested or not shown. Random draw from the library; about 3.6% have a hit in one of these screens.

The opening 7 records, to show the layout:
SMILES	SENP8 block-1	SENP7 inh	A3G deaminase	SENP6 inh	SENP8 block-2	Apaf-1 inh	SENP1 FRET inh	UBC13 inh
O=C(O)c1cn(Cc2cccnc2)c(=O)c2ccccc12	8	2	-5	5	.	-13	.	14
O=C(Cc1c(O)c2ccccc2[nH]c1=O)NC1CCCCCCC1	-1	-5	-4	0	-27	-5	1	2
O=C(NC(NC(=S)Nc1ccccc1C(=O)O)C(Cl)(Cl)Cl)c1ccco1 (stereo unspecified)	-2	-8	-6	5	-137	-7	2	6
CC(NC(=O)c1ccc(CS(C)(=O)=O)cc1)c1ccc(-n2ccnc2)cc1 (stereo unspecified)	2	-1	-4	-11	6	8	3	8
CCOC(=O)C1=C(C)N=C2SCCC(=O)N2[C@@H]1c1cccs1	5	9	3	-13	25	9	-1	0
Cn1cc(S(=O)(=O)Nc2ccc(Oc3ccccc3)cc2)c(=O)n(C)c1=O	5	-15	-3	-10	6	-5	1	-5
CCCCNCc1cccn1-c1ccccc1	0	0	-3	-22	35	-5	2	3

Main list, from the start:
SMILES	SENP8 block-1	SENP7 inh	A3G deaminase	SENP6 inh	SENP8 block-2	Apaf-1 inh	SENP1 FRET inh	UBC13 inh
O=C(O)c1cn(Cc2cccnc2)c(=O)c2ccccc12	8	2	-5	5	.	-13	.	14
O=C(Cc1c(O)c2ccccc2[nH]c1=O)NC1CCCCCCC1	-1	-5	-4	0	-27	-5	1	2
O=C(NC(NC(=S)Nc1ccccc1C(=O)O)C(Cl)(Cl)Cl)c1ccco1 (stereo unspecified)	-2	-8	-6	5	-137	-7	2	6
CC(NC(=O)c1ccc(CS(C)(=O)=O)cc1)c1ccc(-n2ccnc2)cc1 (stereo unspecified)	2	-1	-4	-11	6	8	3	8
CCOC(=O)C1=C(C)N=C2SCCC(=O)N2[C@@H]1c1cccs1	5	9	3	-13	25	9	-1	0
Cn1cc(S(=O)(=O)Nc2ccc(Oc3ccccc3)cc2)c(=O)n(C)c1=O	5	-15	-3	-10	6	-5	1	-5
CCCCNCc1cccn1-c1ccccc1	0	0	-3	-22	35	-5	2	3
O=C(NCCCO)C(=O)NCc1ccncc1	-2	6	2	1	14	-63	1	-2
O=C(CN(C(=O)c1csnn1)c1ccccc1)NCCc1ccccc1	-3	-2	-5	-6	13	3	-1	5
Cc1ccc(S(=O)(=O)/N=C(/Nc2ccc(F)cc2F)c2ccc(F)cc2)cc1	-4	10	-3	4	3	12	2	-6
O=C(Nc1nnc(N2CCCCCC2)s1)c1cc(-c2ccc(Br)cc2)on1	5	-2	-8	-8	-10	-2	-1	-11
CCOC(=O)c1nn(-c2ccccc2)c(=O)cc1SC1CCCCC1	-3	2	0	12	0	7	3	5
COC(=O)c1ccc2nc(NC(=O)CCS(=O)(=O)c3ccccc3)sc2c1	-9	-15	-4	-10	-15	-10	-10	9
O=C(N/N=C/c1ccc(Cl)cc1Cl)c1cccc(N2CCCC2=O)c1	-4	1	-1	-6	10	8	1	-10
CCCCN1C(=O)c2cccc3cc(O)cc(c23)C1=O	2	10	-2	10	-152	16	-48	17
Cc1ccc(S(=O)(=O)Oc2ccc(/C=C(/NC(=O)c3ccccc3)C(=O)NC(C)C(=O)O)cc2)cc1 (stereo unspecified)	-2	4	-9	-7	11	1	-15	-3
Cc1ccc(-c2csc(NC(=O)C3=COCCO3)n2)cc1	33	59*	-10	70*	-11	8	2	9
CCOc1cc(CNCc2ccncc2)cc(Br)c1OCc1ccc(F)cc1	-10	-11	-9	-12	13	18	1	-10
Cn1nnc2cc(C(=O)Nc3ccccc3F)ccc21	-7	6	-5	-17	11	1	-1	3
Cc1ccc(/C=N/NC(=O)CSc2nc3ccccc3n2C)s1	-11	-8	-6	-5	28	14	3	-10
O=C(O)/C=C/c1cn(Cc2ccccc2)nc1-c1cccs1	-8	0	-15	12	-66	-8	-11	2
Cc1cc(C(=O)N/N=C/c2ccc[nH]2)no1	-5	0	-9	-9	-9	1	3	-6
O=C(/C=C/c1ccc(Br)cc1)NC(=S)N1CCOCC1	20	34	-9	25	7	10	-1	-2
O=C(CN1C(=O)C(=O)c2ccccc21)c1ccc(Cl)cc1	0	5	-6	-6	10	-4	0	-3
Cc1ccc(NC(=O)CN(C)C(=O)CSc2ccc3c(c2)OCCO3)cc1	-7	2	-5	-1	8	1	-2	7
SMILES	SENP8 block-1	SENP7 inh	A3G deaminase	SENP6 inh	SENP8 block-2	Apaf-1 inh	SENP1 FRET inh	UBC13 inh
COc1cccc(NC(=O)Nc2nc(-c3ccc(OC)c(OC)c3)cs2)c1	-4	4	-3	5	10	8	2	8
CCOC(=O)c1ccc(NC(=O)c2cn(CCC#N)nc2-c2ccc3c(c2)OCCO3)cc1	-1	6	-2	1	6	11	-3	8
Cc1ccc(NC(=O)C2CC(=O)NC(N3CCCCC3)=N2)cc1Cl (stereo unspecified)	6	4	-3	0	9	1	1	2
COC(=O)CCC(=O)Nc1nnc(C(F)(F)F)s1	-3	5	-1	-11	3	8	-1	-4
CCCC1(C(=O)O)NC(c2ccccc2O)C2C(=O)N(Cc3ccccc3)C(=O)C21 (stereo unspecified)	-8	-7	-3	-3	2	14	-1	-2
O=C(COC(=O)c1ccc(OC(F)(F)F)cc1)Nc1ncccn1	-3	9	16	-8	-83	3	-7	5
COCC(=O)N(Cc1cc2cccc(C)c2[nH]c1=O)c1ccccc1	-3	1	-6	4	-24	-3	4	9
CC(=O)Nc1ccc(S(=O)(=O)NCc2nc(-c3ccc(C)cc3)no2)cc1	1	-5	-5	5	30	-6	1	9
Cc1cccc([C@@H]2C[C@H]3CN(Cc4cccc(Cl)c4)C(=O)[C@]34CCCN24)n1	-11	4	-5	-9	8	-12	-3	-5
COC(=O)c1ccc(NC(=O)C23CC4CC(C2)CC(n2cnc(Cl)n2)(C4)C3)cc1	-1	-1	-5	6	24	10	2	4
COc1ccccc1N1CCN(C(=O)c2cc(C(=O)N3CCN(c4ccccc4OC)CC3)cc([N+](=O)[O-])c2)CC1	-11	12	-7	-21	0	1	2	2
CN(C)S(=O)(=O)c1ccc(C(=O)NCc2nc3ccccc3s2)cc1	-1	-8	-4	-14	-1	10	-6	2
CCOc1ccc(S(=O)(=O)N(C)c2ccc(OCC(=O)NCC3CCCO3)cc2)cc1 (stereo unspecified)	2	-2	-5	-19	11	-8	0	-3
Cc1csc2c(=O)sc(NC(=O)c3ccc(F)cc3Cl)nc12	-15	3	8	-26	-31	12	-56	9
COc1ccc2nc(SCC(=O)/C(C#N)=C(\C)N)[nH]c2c1	-14	0	-2	16	17	1	1	0
CCc1ccc(NC(=O)Nc2c(C)n(C)n(-c3ccccc3)c2=O)cc1	2	-4	20	-19	6	11	-1	1
CC(=O)SC(C)CC(=O)Nc1ccccc1 (stereo unspecified)	-6	-3	-2	-11	18	-8	-1	8
O=C(NN1C(=O)/C(=C/c2cccs2)SC1=S)c1cccnc1	5	-5	-2	-11	9	-24	-1	-18
COc1ccccc1OCc1ccc(C(=O)N2CCN(C)CC2)o1	-7	-4	-3	-10	15	-13	2	7
CN(C)S(=O)(=O)c1cccc(COC(=O)CN2CCCCCC2=O)c1	6	0	-7	-20	24	4	-1	-6
COc1cccc2sc(N(CCCN(C)C)C(=O)c3sc4ccccc4c3Cl)nc12	-4	6	-5	-5	17	-1	-1	45*
COc1ccc(S(=O)(=O)N2CCN(C(=O)c3ccco3)CC2)c(C)c1C	-1	-5	-8	0	20	-13	-2	1
COc1ccccc1NC(=O)c1ccc2c(c1)N(CC(=O)NC(C)(C)C)C(=O)C(C)(C)O2	7	-11	-5	2	8	-1	-1	-4
CC(C)c1ccc(NC(=O)C(c2ccccc2)N(C)C(=O)CCc2c[nH]c3ccccc23)cc1 (stereo unspecified)	-8	0	-8	-5	4	-9	-1	1
O=C(NCC1CCCN1S(=O)(=O)c1ccccc1)c1cccc(Cl)c1 (stereo unspecified)	-7	7	-6	-13	-3	13	-18	0

Gathered by group, the entries above containing an NH in an aromatic ring.
SMILES	SENP8 block-1	SENP7 inh	A3G deaminase	SENP6 inh	SENP8 block-2	Apaf-1 inh	SENP1 FRET inh	UBC13 inh
O=C(Cc1c(O)c2ccccc2[nH]c1=O)NC1CCCCCCC1	-1	-5	-4	0	-27	-5	1	2
Cc1cc(C(=O)N/N=C/c2ccc[nH]2)no1	-5	0	-9	-9	-9	1	3	-6
COCC(=O)N(Cc1cc2cccc(C)c2[nH]c1=O)c1ccccc1	-3	1	-6	4	-24	-3	4	9
COc1ccc2nc(SCC(=O)/C(C#N)=C(\C)N)[nH]c2c1	-14	0	-2	16	17	1	1	0
CC(C)c1ccc(NC(=O)C(c2ccccc2)N(C)C(=O)CCc2c[nH]c3ccccc23)cc1 (stereo unspecified)	-8	0	-8	-5	4	-9	-1	1

Two compounds from above, reduced to UBC13 inh and SENP1 FRET inh.
molecule | UBC13 inh | SENP1 FRET inh
COC(=O)CCC(=O)Nc1nnc(C(F)(F)F)s1 | -4 | -1
CCCC1(C(=O)O)NC(c2ccccc2O)C2C(=O)N(Cc3ccccc3)C(=O)C21 (stereo unspecified) | -2 | -1

Remaining list, next part
SMILES	SENP8 block-1	SENP7 inh	A3G deaminase	SENP6 inh	SENP8 block-2	Apaf-1 inh	SENP1 FRET inh	UBC13 inh
COc1ccc(Cn2nnnc2C(c2cccnc2)N2CCN(c3ccc(O)cc3)CC2)cc1 (stereo unspecified)	-2	7	2	7	18	-8	2	1
COCCn1c(SCC(=O)Nc2ccc(OC)cc2)nc2c(oc3ccccc32)c1=O	3	2	-3	-1	.	-17	.	-13
CCOC(=O)Cn1c(-c2ccccc2)nc2ccccc2c1=O	-12	-13	-10	-14	-6	20	-1	-6
Cc1ccc(C(=O)OCC(=O)NC2CC2)cc1S(=O)(=O)N1CCOCC1	1	11	-1	-5	8	-1	3	-3
CCn1c(CNc2ccc(OC)cc2)nnc1SCC(=O)c1ccc(OC)cc1	-4	9	0	-10	20	9	1	-1
O=C(O)CSc1ncn[nH]1	-7	4	-7	2	12	-7	1	-2
COc1ccccc1NC(=O)CS(=O)(=O)c1cn(CC(=O)N2CCOCC2)c2ccccc12	1	-1	-7	-7	25	-28	2	-5
Cc1ccc(-c2nc(CN3CCCCC3CCN3CCCC3=O)c(C)o2)o1 (stereo unspecified)	4	3	1	3	-28	-6	0	1
COc1ccc(CNCc2cccc(Cl)c2)cc1	-9	-2	-5	-7	-4	-10	3	-1
Cc1cc(S(=O)(=O)Nc2ccc(C(=O)NCC(c3ccco3)N3CCCC3)cc2)ccc1F (stereo unspecified)	-8	-11	-9	10	7	8	-1	-3
Cc1nn(-c2ccccc2C(F)(F)F)c(=O)c2noc(C)c12	-2	1	-4	-1	23	-22	4	12
CCOC(=O)c1cc(C(C)(C)C)n(CCCN2CCOCC2)c1C	-4	-6	-11	-39	23	9	-2	3
COc1cccc(CNC(=O)Cc2ccc(OC)c(S(=O)(=O)N3CCOCC3)c2)c1	-2	-5	-7	-1	3	1	5	-5
O=C(Nc1nnc(SCC(=O)N2CCOCC2)s1)c1ccccc1Cl	0	-1	0	2	12	-7	2	-3
